# All columns: NCI-60 one-dose screen, growth in % after 48 h at 10 µM unless noted; 100 = growth as untreated, 0 = no growth, -100 = all killed.
# SK-OV-3: SK-OV-3 ovarian cancer cells. 80,000 compounds, 3.2% hits
# OVCAR-3: OVCAR-3 ovarian cancer; 79,000 compounds, 7% hits
# PC-3: PC-3 prostate cancer cells. 80,000 compounds, 3.9% hits
# DU-145: DU-145 prostate cancer. 81,000 compounds, 4.2% hits. AID 1794760
# IGROV1: IGROV1 ovarian cancer; 79,000 compounds, 4.7% hits
# OVCAR-4: OVCAR-4 ovarian cancer cells; 80,000 compounds, 3.7% hits; AID 1794784
# OVCAR-5: OVCAR-5 ovarian cancer; 82,000 compounds, 2.9% hits
# OVCAR-8: OVCAR-8 ovarian cancer | 81,000 compounds, 4.4% hits
# Starred values were filed as active, the others as inactive; . = not tested or not shown; & = joins results of further samples; ! = repeats disagree. The calls were made as follows: active = growth percent below 10; inactive = the rest.
# The line under a structure holds: DU-145	OVCAR-3	OVCAR-5	IGROV1	SK-OV-3	OVCAR-8	OVCAR-4	PC-3
O=C(CCCN1CCOCC1)Nc1ccc(Cn2nnc3c2C(=O)c2nnn(Cc4ccc(NC(=O)CCCN5CCOCC5)cc4)c2C3=O)cc1
 : 82.3	-1.1*	120.5	3.2*	92.1	38.5	-65.7*	55.5
COc1cc2c(cc1OCCCOc1ccc(-c3ccc4c(c3)c3cc(-c5ccc(OCCCOc6cc7c(cc6OC)C(=O)N6CCC[C@H]6C=N7)cc5)ccc3n4S(=O)(=O)c3ccc(F)cc3)cc1)N=C[C@@H]1CCCN1C2=O
 : 115.0	91.3	112.2	.	87.9	95.8	99.6	84.1
CCc1ccc(-c2cc(-c3cccc(Cl)c3)n(-c3ccc(S(N)(=O)=O)cc3)n2)cc1
 : 83.1	87.9	104.9	97.7	98.7	96.0	92.5	66.6
NS(=O)(=O)c1ccc(CCn2c(-c3ccccc3)nc(-c3ccccc3)c2-c2ccccc2)cc1
 : 106.7	.	98.4	92.8	96.6	105.0	98.7	88.6
CCCCOc1nc2c(C)cccc2cc1/C=C/C(=O)/C=C(/C=C/c1cc2cccc(C)c2nc1OCCCC)OB(F)F
 : 111.4	113.3	106.6	106.7	95.8	102.1	107.8	97.6
Nc1nc(=S)c2ncn(C3OC(CO)C(O)C3O)c2[nH]1 (stereo unspecified)
 : 23.2&107.6	8.3*!	45.2&101.4	108.3	117.7	13.1&100.2	29.3&103.1	33.4
CC1(C)NC2=C(C(Nc3cccnc3)N1)C(c1ccccc1Cl)C(C(=O)c1ccc(N=[N+]=[N-])cc1)O2 (stereo unspecified)
 : 106.5	112.4	99.5	107.9	117.3	99.3	101.8	101.5
NN=C1CCC(=NN)CC1
 : 107.7	120.9	94.5	96.2	95.0	97.0	93.9	90.2
CNc1nc(-c2ncccc2C)nc2sccc12
 : 103.1	102.8	107.9	95.3	118.5	93.3	95.7	84.2
COc1ccc(/C=c2\nc3n(-c4ccccc4)c4nc5c(cnn5-c5ccccc5)c(=O)n4n-3c2=O)cc1
 : 113.0	99.7	126.0	81.3	89.9	100.8	99.9	91.7
CC(=O)Nc1sc2c(c1C(=O)NC(C)(C)C)CCCC2
 : 111.7	103.3	102.3	107.5	.	99.4	106.2	106.7
Cc1cc(O)c(/C=N/C(=S)Nc2ccc(S(N)(=O)=O)cc2)c(=O)o1
 : .	107.8	92.2	108.0	95.8	105.4	104.7	101.0
Cc1ccc(S(=O)(=O)N(Cc2ccccc2)c2ccccc2C(=O)NO)cc1
 : 127.5	121.0	103.1	105.6	106.1	106.4	96.7	85.0
C#Cc1ccccc1NC(=O)c1sc2nc3c(cc2c1N)CCCCC3
 : 103.7	105.4	104.8	102.9	100.4	100.1	102.7	97.7
CCN(CC)c1ccc(-c2nnc(CN3C=NC4C(N5CCOCC5)=NC=NC43)o2)cc1 (stereo unspecified)
 : 112.1	112.2	101.9	105.6	.	104.7	100.4	102.6
CCCCCCCCCCCCCCCCN=Cc1ccc(Cl)c(Cl)c1
 : 97.7	94.8	92.9	90.7	93.9	100.2	94.1	92.3
CCOC(=O)c1cn[nH]c1N
 : 109.3	107.5	96.7	96.7	91.9	95.9	116.0	99.2
COc1ccc(/C=C/c2nc(Nc3ccc(C(=O)/C=C/c4ccc(Cl)cc4)cc3)c3ccccc3n2)cc1
 : 96.4	104.0	97.6	91.6	97.6	101.7	113.6	98.9
COc1ccc2c(CCNC(=O)c3nnn(-c4ccccc4)c3C)c[nH]c2c1
 : 110.7	94.4	93.0	84.8	102.5	100.1	90.4	86.7
NC1CCC(Nc2nc(NCc3ccc(-c4cccs4)nc3)c3ncn(C4CCCC4)c3n2)CC1 (stereo unspecified)
 : 8.8*	2.6*	22.6	8.3*	4.0*	12.2	5.7*	1.6*

# Following part
# The line under a structure holds: DU-145	OVCAR-3	OVCAR-5	IGROV1	SK-OV-3	OVCAR-8	OVCAR-4	PC-3
O=c1[nH]c(=S)[nH]c(=O)n1Cc1ccc(Cl)cc1
 : 110.5	106.2	106.0	109.2	100.3	103.6	112.6	101.4
Cc1ccc(N=C(C(c2ccccc2)c2ccccc2)N2CCCCC2)cc1
 : 87.4	69.8	74.7	63.3	67.2	85.0	59.7	47.8
CCCn1c(O)c(N=Nc2nc(-c3cc4ccccc4oc3=O)cs2)c2cc(Br)ccc21
 : 100.6	100.0	98.3	106.3	109.7	104.9	98.9	96.3
C/C(Cc1ccc(Cl)cc1)=C(/c1ccc(Cl)cc1)c1ccc(OCCN2CCCCCC2)cc1
 : 91.8	85.1	94.6	87.6	106.9	92.1	80.0	77.4
CC(C)CCCC(C)C/C=C\C=O (stereo unspecified)
 : 105.5	111.5	90.0	103.4	96.0	108.0	106.0	88.5
O=C(Oc1c(Cl)c(Cl)c(Cl)c(Cl)c1Cl)c1ccc(Cl)cc1Cl
 : 108.1	101.2	103.5	87.0	61.9	95.3	93.3	82.0
CCOC(=O)C1=C(N)N(c2ccc(Cl)cc2)C2=C(C(=O)CC(C)(C)C2)C1c1ccc(OC)cc1 (stereo unspecified)
 : 110.2	103.3	107.2	101.4	108.3	109.1	119.9	106.0
COc1ccccc1-c1cnc2c(Oc3ccc4c(C)cc(=O)oc4c3)nc(-c3ccc(Cl)cc3)cn12
 : 109.5	111.3	119.1	115.0	100.7	109.2	113.9	102.3
S=C(NNc1ccccc1)NC1CCCCC1
 : 103.7	102.6	93.5	101.7	109.5	96.1	108.5	70.8
COc1cc(-c2nc3ccccc3s2)ccc1NC(=O)COc1ccc(Cl)cc1
 : 82.1	42.4	61.8	24.6	87.1	-3.1*	6.5*	49.8
C=CCCCCCCCCC(=O)OC(C)C
 : 100.8	104.8	99.2	109.2	101.7	104.2	112.2	99.7
C=C(C)[C@@H]1CC[C@]2(C)[C@H](CC(=O)[C@@H]3[C@@H]4CC(C)(C)CC[C@]4(C(=O)OC)CC[C@]32C)[C@@]1(C)CCC(=O)OC
 : 95.5	87.3	95.1	93.5	88.2	84.8	73.0	38.2
NC(CC(=O)O)C(=O)O (stereo unspecified)
 : 118.9	123.4	113.4	135.1	115.3	95.2	115.1	94.6
c1ccc(CN2CCc3c(sc4ncnc(N5CCCCC5)c34)C2)cc1
 : 109.9	.	102.3	101.9	111.1	102.1	107.7	93.2
Cc1ccc(-c2c3c(nc4c2c(C)nn4-c2ccccc2)NC(c2ccc4c(c2)OCO4)NC3)cc1 (stereo unspecified)
 : 109.7	107.4	101.1	108.3	99.2	102.0	99.5	86.9
CC(=O)N(C)c1ccc(/C=C2\C=Cc3ccccc32)cc1
 : 98.0	107.7	98.1	89.1	117.4	95.4	84.7	81.2
Cc1ccc(S(=O)(=O)CC(=O)c2cc3cc(Br)ccc3oc2=O)cc1
 : 109.8	98.3	92.7	95.7	.	93.6	.	95.8
CCCn1nc(C(=O)N2CCCCC2)c2c1CCC(NCCc1ccncc1)C2 (stereo unspecified)
 : 104.9	105.3	113.4	103.3	105.7	104.2	111.1	103.9
COc1ccc2cc(-c3ccc(NC(C)=O)c(=O)o3)ccc2c1
 : 102.9	101.5	95.0	108.3	94.6	97.1	100.9	89.1
CC1=CCC(OC(C)C2(CCC(C)(O)C(=O)Oc3ccc(C(C)C)cc3)OC3(C)CC(C(C)C)C(O)CC3O[C+]2C)(C(C)C)CC1 (stereo unspecified)
 : 103.8	112.8	104.6	105.5	.	99.4	103.8	104.5

# Brought forward from above: 6 compounds, followed by the next part.
# The line under a structure holds: DU-145	OVCAR-3	OVCAR-5	IGROV1	SK-OV-3	OVCAR-8	OVCAR-4	PC-3
Cc1ccc(-c2c3c(nc4c2c(C)nn4-c2ccccc2)NC(c2ccc4c(c2)OCO4)NC3)cc1 (stereo unspecified)
 : 109.7	107.4	101.1	108.3	99.2	102.0	99.5	86.9
CC(=O)N(C)c1ccc(/C=C2\C=Cc3ccccc32)cc1
 : 98.0	107.7	98.1	89.1	117.4	95.4	84.7	81.2
Cc1ccc(S(=O)(=O)CC(=O)c2cc3cc(Br)ccc3oc2=O)cc1
 : 109.8	98.3	92.7	95.7	.	93.6	.	95.8
CCCn1nc(C(=O)N2CCCCC2)c2c1CCC(NCCc1ccncc1)C2 (stereo unspecified)
 : 104.9	105.3	113.4	103.3	105.7	104.2	111.1	103.9
COc1ccc2cc(-c3ccc(NC(C)=O)c(=O)o3)ccc2c1
 : 102.9	101.5	95.0	108.3	94.6	97.1	100.9	89.1
CC1=CCC(OC(C)C2(CCC(C)(O)C(=O)Oc3ccc(C(C)C)cc3)OC3(C)CC(C(C)C)C(O)CC3O[C+]2C)(C(C)C)CC1 (stereo unspecified)
 : 103.8	112.8	104.6	105.5	.	99.4	103.8	104.5
CC(C)C[C@H](NC(=O)OCc1ccccc1)C(=O)C1CO1 (stereo partly specified)
 : 104.1	103.8	102.1	82.8	103.6	101.4	98.7	94.5
COc1cc(OC)c(C(=O)/C=C/c2cccc(C#N)c2)c(OC)c1
 : 15.3	9.1*	40.1	9.5*	0.8*	7.5*	18.1	32.1
COc1ccc2[nH]cc(C3(c4c[nH]c5ccc(OC)cc45)C(=O)Nc4ccc(Br)cc43)c2c1
 : 110.5	99.1	94.1	91.2	85.5	95.4	102.4	69.1
Clc1ccc(-c2csc(Nc3cccc(Nc4csc(-c5ccc(Cl)cc5)n4)c3)n2)cc1
 : 86.2	.	77.5	50.6	79.3	87.3	76.5	74.1
C[C@H]1[C@H]2C3=CC[C@@H]4[C@@]5(C)CCC(=O)NC(C)(C)[C@@H]5CC[C@@]4(C)[C@]3(C)CC[C@@]2(C(=O)O)CC[C@@H]1C
 : 99.4	92.8	102.6	100.9	90.6	102.7	98.2	65.1
C/C(=N\NC(=O)Cn1c(-c2ccc(S(C)(=O)=O)cc2)nc2cc(Cl)ccc21)c1ccc(Cl)cc1
 : 90.0	79.7	91.2	70.6	81.3	79.5	65.9	49.2
NS(=O)(=O)c1ccc(C(=O)N=Nc2c(O)[nH]c3ccc(Cl)cc23)cc1
 : 102.5	113.3	110.3	98.1	108.0	95.0	99.7	97.4
N#Cc1ccccc1-c1ccc(CN2C(=O)Cc3cc(CCN4CCNCC4)c(Cl)cc32)cc1
 : .	100.5	82.2	108.8	100.5	.	81.7	50.6
Clc1ccc2c(NCCCn3cnc4c(N5CCCC5)nc(Cl)nc43)ccnc2c1
 : 106.3	101.0	101.1	89.0	88.2	103.2	100.3	91.9
CN(C)c1ccccc1CCO
 : 111.0	126.5	99.9	115.5	95.1	95.0	113.8	77.8
Cc1nc2ncccc2c(=O)n1-c1ccc(S(=O)(=O)N=C(N)N)cc1
 : 108.2	106.3	96.2	105.4	102.5	90.3	100.6	74.7
S=C(Nc1ccccc1)N1CCN(C(=S)Nc2ccccc2)CC1
 : 104.4	95.8	88.9	79.9	118.9	93.4	106.1	.
COC1OC(C(O)C(O)CO)C(O)C(O)C1O (stereo unspecified)
 : 118.3	109.5	88.7	103.2	95.6	105.3	109.3	95.6
Cc1cc(C(=O)NNCc2ccccc2)no1
 : 143.2	131.2	104.3	99.8	97.1	114.9	110.6	107.5
Fc1ccc(-c2nc(C(Cl)Cl)nc3cc(-c4ccccc4)nn23)cc1
 : -18.2*	-28.1*	-12.3*	20.4	-28.9*	-0.7*	-18.6*	31.0
C/C(=N\Nc1ccc(Cl)cn1)c1ccccn1
 : 18.2	20.5	23.1	10.2	3.6*	16.6	28.7	20.9
CCOC(=O)C(=CNC(=S)Nc1ccc(OCC)cc1)C(=O)OCC
 : .	106.0	100.6	103.0	102.5	97.8	97.6	99.7
CNc1cc(C(=O)O)nc(NC)n1
 : 102.6	.	92.1	99.1	108.8	100.9	97.6	94.9
CCOP(=O)(OCC)c1nc(-c2ccc(C)cc2)oc1NCCCI
 : 88.0	90.0	110.0	54.8	97.3	66.1	68.3	65.7
Cc1cccc(Cl)c1NC(=O)c1ccc2nc(NC(=O)NC3CCN(C)CC3)sc2c1
 : 103.2	116.4	71.1	86.0	61.8	94.6	99.5	69.7

# The listing continues.
# The line under a structure holds: DU-145	OVCAR-3	OVCAR-5	IGROV1	SK-OV-3	OVCAR-8	OVCAR-4	PC-3
Cc1nc2[nH]c(=S)[nH]c(=O)c2nc1C
 : 106.9	101.1	111.1	106.2	108.7	104.0	110.8	81.6
COc1ccc(C2=NN(c3nc(-c4ccc(OC)cc4)c(C#N)c(=O)n3C)C(=O)CC2)cc1
 : 114.6	104.0	72.3	96.3	96.0	101.2	105.2	82.4
Cc1ccc2c(n1)C(=O)C(Oc1ccc(Br)cc1)=CC2=O
 : 109.9	84.2	114.5	103.9	.	92.3	94.5	95.0
Cc1ccc(C)n1-c1nnc(N2CCCC(C(=O)NCCc3c[nH]c4ccccc34)C2)s1 (stereo unspecified)
 : 97.5	94.9	97.8	85.6	81.6	90.6	94.2	70.0
CN1CCN(c2ccc(N3Cc4ccccc4OC4=C3C(=O)c3c(O)ccc(O)c3C4=O)cn2)CC1
 : -95.9*	-99.6*	-32.5*	-59.3*	26.0	2.2*	-97.2*	1.2*
O=C1CCC(C2CCc3cc(O)ccc3C2)C1 (stereo unspecified)
 : 119.5	117.8	112.7	121.7	113.8	113.2	.	98.9
CC(C)=CC(=O)OC(=O)C=C(C)C
 : 100.6	100.8	103.7	106.4	96.8	99.7	119.1	98.4
Nc1nc(Nc2ccccc2)c2ncn(Cc3ccc4c(c3)OCO4)c2n1
 : 80.9	24.1	71.5	64.2	51.2	55.1	66.9	58.4
Clc1ccccc1CSc1cnnc2ccccc12
 : 86.5	69.2	78.0	.	100.9	83.9	61.3	105.2
COc1ccc2cc(-c3nc4ccccc4o3)c(Cl)nc2c1OC
 : 102.3	107.7	95.5	102.3	97.3	101.8	103.4	92.9
COc1cc(-c2c(C#N)c(-c3ccc(Cl)cc3)nc3c2c(-c2ccccc2)nn3-c2ccccc2)ccc1O
 : 94.0	104.0	88.7	110.4	110.2	103.2	90.7	92.3
Cc1cccc(NC(=O)Nc2ccc(-c3ccc4c(c3)NC(=O)/C4=C\c3ccc[nH]3)cc2)c1
 : 96.4	102.8	96.3	78.0	90.5	104.7	73.4	94.0

# Compound activity (PubChem)
